GLP1R ag – GLP-1 receptor (human) agonism | HEK293 GLP-1R CRE-luciferase, luminescence, 4-6 h; cells express a hypersensitive GLP-1R form | AID 624172 | P43220 | Potency, µM (doses to about 45.6 µM), inactives show at the top dose activation, hits mostly activators | hit rate 0.007% among 380,000; note: % of control where 0% means no effect
Target sequence (P43220 whole entry, looked up): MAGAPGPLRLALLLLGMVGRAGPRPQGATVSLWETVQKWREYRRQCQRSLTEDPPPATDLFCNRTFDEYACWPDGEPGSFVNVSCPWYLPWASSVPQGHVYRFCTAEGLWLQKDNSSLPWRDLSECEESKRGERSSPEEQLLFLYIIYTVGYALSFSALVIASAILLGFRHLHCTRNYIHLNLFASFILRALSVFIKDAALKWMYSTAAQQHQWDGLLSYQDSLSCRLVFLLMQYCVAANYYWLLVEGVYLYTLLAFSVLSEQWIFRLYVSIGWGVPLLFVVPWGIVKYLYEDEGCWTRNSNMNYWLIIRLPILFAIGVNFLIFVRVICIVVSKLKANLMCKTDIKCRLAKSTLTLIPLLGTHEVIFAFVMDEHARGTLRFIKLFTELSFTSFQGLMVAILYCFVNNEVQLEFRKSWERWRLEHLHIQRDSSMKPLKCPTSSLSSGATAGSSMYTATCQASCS
PTHR1 agonist – activates the human parathyroid hormone receptor PTHR1 | Q03431 | HEK293 GP2 PTHR1 cells, GloSensor cAMP luminescence, 1 h | Potency, µM (doses to about 115 µM), for the others: at the highest dose activation, hits mostly activators | hit rate 0.075% among 410,000; note: nearly all actives have a fitted effect of over 55% in size; some results filed as inactive show a strong effect at the top dose; inactives centre near -15; many of its hits are not listed in these tables
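HEK-293-derived GP2 cells expressing PTHR1 and a GloSensor cAMP reporter, 3,000/well, plated overnight, given luciferin plus IBMX (each 0.5 mM as added) for 1 h at 37 °C, then compound for 1 h at 37 °C. Luminescence was read after 15 min at room temperature.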
FUS suppressor – FUS proteinopathy suppression in yeast; AID 1347120; Potency, µM (highest dose often 76.6 µM), inactives show at the highest dose growth rescue (activation), actives largely listed as activators; S. cerevisiae FUS-expressing, growth rescue, OD600, 24 h; hit rate 0.24% among 390,000;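 note: plate controls were DMSO vehicle for no effect and reference control for full effect; nearly all actives have a fitted effect of over 55% in size; some results filed as inactive show a strong effect at the top dose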
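Toxicity suppression screen in FUS-yeast. Cells induced with 2% galactose, starting OD 0.005, treated 24hr at 30C with compounds at multiple final concentrations; growth by OD600.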
aSyn yeast inh – alpha-synuclein toxicity inhibition in yeast | Yeast expressing alpha-synuclein, growth rescue, BacTiter-Glo, 24 h | Potency, µM (doses to about 46.1 µM), inactives show top-dose growth rescue (activation), most hits filed as activators | hit rate 0.14% among 370,000 | AID 652106; note: % of control where 0% means no effect; nearly all actives have a fitted effect of over 65% in size
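Rescue of yeast growth: cells expressing toxic alpha-synuclein, induced in galactose at OD600 0.02, incubated with compound 24 h at 30 C. ATP luminescence quantified growth; inhibitors of toxicity appear as activators.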
TDP43 rescue – TDP-43 toxicity inhibition in yeast | TDP-43 expressing yeast growth rescue, BacTiter-Glo, 24 h | Potency, µM (doses to about 46.1 µM), inactives show at the top dose growth rescue (activation), actives largely listed as activators | hit rate 1.8% among 410,000; note: % of control where 0% means no effect; nearly all actives have a fitted effect of over 50% in size
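Cell-based yeast growth screen: TDP-43 expression induced in galactose, inoculum OD600=0.02 after raffinose pregrowth to mid-log. Read-out BacTiter-Glo luminescence at 24 hr, 30 deg C; inhibition of toxicity seen as signal increase.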
An asterisk follows results filed as active; ? = inconclusive; nt = not tested or not shown; & = joins results of further samples; [ ] = dose if it differs, or a comment. Calls come from the whole dose curve; as a rule, active = well fitted curve in the direction sought with a large enough effect; inconclusive = small, poorly fitted or top-dose-only effect, or another doubt; inactive = no such curve, though single readings can be large; an effect the other way counts as inactive or inconclusive. Potency is the fitted concentration of half-maximal effect. These rows are one share of the data (hit frequency here may not be typical).

SMILES	GLP1R ag	PTHR1 agonist	FUS suppressor	aSyn yeast inh	TDP43 rescue
O=C1NCCN1CCN1CCC(c2cn(-c3ccc(F)cc3)c3ccc(Cl)cc23)CC1	-6.9%&-4.8%	nt	19.6%	nt	nt
Nc1nc(F)nc2c1ncn2[C@@H]1O[C@H](COP(=O)(O)O)[C@@H](O)[C@@H]1O	-2.0%	nt	-4.8%	nt	nt
NC(=O)Cc1cccc(C(=O)c2ccccc2)c1N	0.5%	nt	-4.9%	nt	nt
Cc1cc(C)cc(S(=O)(=O)N2CCN(c3nc(-c4cccs4)nc4ccccc34)CC2)c1	nt	nt	2.3%	-1.4%	nt
Cc1ccc(S(=O)(=O)N2CCC(=O)N([C@H](COCc3ccc(C(F)(F)F)cc3)C(C)C)CC2)cc1	nt	-51.5%[57.5 µM]	42.0%	nt	24.5%
COc1ccc(CN2C(=O)C(CC(=O)NCCCCc3ccccc3)CC(C(=O)N3CCCCCC3)=C2C)cc1 (stereo unspecified)	nt	-27.8%	?	nt	?
CCCCN1C(=O)C(CC(=O)NCCc2ccccn2)CC(C(=O)N2CCCCCC2)=C1C (stereo unspecified)	nt	-13.2%	-12.6%	nt	14.7%
Cc1ccc(Nc2nc(N)nc(N)c2N=O)cc1Cl	nt	-7.7%[57.5 µM]	-1.1%	nt	14.5%
Cc1ccc(Cc2c(-c3ccc(Cl)cc3)nc3c4ccccc4ccn23)cc1	nt	-22.6%	-4.1%	nt	15.4%
CC1=C(C(=O)N2CCCCCC2)CC(CC(=O)NCCc2ccccn2)C(=O)N1CCCN1CCCC1=O (stereo unspecified)	nt	-12.7%[57.5 µM]	13.3%	nt	?
O=C(C(=Cc1ccc(O)cc1)c1ccccc1)c1ccccc1	nt	-92.8%[inhibitor]	?	nt	27.1%
O=C(Nc1cccc(C(=O)N2CCOCC2)c1)C1CCCCC1	nt	-13.1%	-3.8%	nt	21.1%

Part of the list above in a different format:
Results follow in this order: GLP1R ag	PTHR1 agonist	FUS suppressor	aSyn yeast inh	TDP43 rescue
Cc1ccc(S(=O)(=O)N2CCC(=O)N([C@H](COCc3ccc(C(F)(F)F)cc3)C(C)C)CC2)cc1
    nt	-51.5%[57.5 µM]	42.0%	nt	24.5%
COc1ccc(CN2C(=O)C(CC(=O)NCCCCc3ccccc3)CC(C(=O)N3CCCCCC3)=C2C)cc1 (stereo unspecified)
    nt	-27.8%	?	nt	?
CCCCN1C(=O)C(CC(=O)NCCc2ccccn2)CC(C(=O)N2CCCCCC2)=C1C (stereo unspecified)
    nt	-13.2%	-12.6%	nt	14.7%

An excerpt from above in order of number of heavy atoms, ascending:
SMILES	GLP1R ag	PTHR1 agonist	FUS suppressor	aSyn yeast inh	TDP43 rescue
O=C(C(=Cc1ccc(O)cc1)c1ccccc1)c1ccccc1	nt	-92.8%[inhibitor]	?	nt	27.1%
Cc1ccc(Cc2c(-c3ccc(Cl)cc3)nc3c4ccccc4ccn23)cc1	nt	-22.6%	-4.1%	nt	15.4%
CCCCN1C(=O)C(CC(=O)NCCc2ccccn2)CC(C(=O)N2CCCCCC2)=C1C (stereo unspecified)	nt	-13.2%	-12.6%	nt	14.7%

Look-ups from above:
In PTHR1 agonist, CC1=C(C(=O)N2CCCCCC2)CC(CC(=O)NCCc2ccccn2)C(=O)N1CCCN1CCCC1=O (stereo unspecified) has the entry -12.7%[57.5 µM]
In PTHR1 agonist, O=C(Nc1cccc(C(=O)N2CCOCC2)c1)C1CCCCC1 has the entry -13.1%
